Compound activity as filed in PubChem.
Tb hexokinase – blocks Trypanosoma brucei hexokinase 1 activity; recombinant TbHK1, G6PDH-coupled NADH A340; 0.11% of 220,000 active; inhibition, % at 10 µM; AID 1430;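 active means inhibition of 50% or more in the single-dose primary screen; inactive means inhibition below 50%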
p47phox inh – p47phox (human) inhibition | 0.53% of 220,000 active | inhibition, % at 24.7 µM | p47phox/p22phox peptide binding, fluorescence polarization, 2 h;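 active means inhibition above about 30%, limit read from the data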;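 further: 0% = p47phox with labelled peptide and 100% = labelled peptide alone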
Target sequence (P14598 whole entry, looked up): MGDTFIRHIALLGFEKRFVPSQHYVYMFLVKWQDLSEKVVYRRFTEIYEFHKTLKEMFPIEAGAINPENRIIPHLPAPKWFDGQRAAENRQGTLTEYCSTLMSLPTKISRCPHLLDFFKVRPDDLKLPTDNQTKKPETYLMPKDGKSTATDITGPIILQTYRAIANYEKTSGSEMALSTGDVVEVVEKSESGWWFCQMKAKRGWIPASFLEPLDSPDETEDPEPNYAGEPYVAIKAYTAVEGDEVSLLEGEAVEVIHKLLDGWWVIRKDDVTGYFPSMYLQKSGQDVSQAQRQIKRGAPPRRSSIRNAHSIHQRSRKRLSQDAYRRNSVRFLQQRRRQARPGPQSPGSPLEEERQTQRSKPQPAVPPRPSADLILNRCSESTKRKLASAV
Mdm2 ligase inh – inhibitors of human Mdm2 E3 ubiquitin ligase. signal enhancement, % at 5 µM. cell-based MDM2 ubiquitination luciferase reporter, 2 h; 0 = plate control, 100 = twice control, blank-subtracted. Q00987. 0.11% of 210,000 active;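 active means signal enhancement of 30% or more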;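 further: luminescence tracks abundance of the self-degrading MDM2-luciferase fusion protein; higher signal means inhibition of MDM2 E3 ligase activity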
Target sequence (Q00987 whole entry, looked up, the tested form may be a part): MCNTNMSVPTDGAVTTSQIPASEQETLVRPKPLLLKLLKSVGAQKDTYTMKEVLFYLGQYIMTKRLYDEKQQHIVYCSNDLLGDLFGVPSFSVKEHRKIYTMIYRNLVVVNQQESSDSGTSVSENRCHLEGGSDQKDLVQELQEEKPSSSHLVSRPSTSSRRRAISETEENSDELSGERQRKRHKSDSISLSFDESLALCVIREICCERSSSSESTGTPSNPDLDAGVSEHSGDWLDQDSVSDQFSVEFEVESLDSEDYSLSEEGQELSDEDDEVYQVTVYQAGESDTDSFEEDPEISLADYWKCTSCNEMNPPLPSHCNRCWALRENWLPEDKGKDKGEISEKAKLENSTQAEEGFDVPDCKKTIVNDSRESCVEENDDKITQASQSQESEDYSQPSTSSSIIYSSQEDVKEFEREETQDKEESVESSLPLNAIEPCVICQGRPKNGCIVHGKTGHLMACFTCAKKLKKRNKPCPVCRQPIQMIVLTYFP
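Test system: mammalian cells stably expressing self-ubiquitinating, self-degrading MDM2 E3–luciferase fusion; Amount: 2000 cells in each well; Medium: DMEM; Schedule: 4 h settle plus 2 h compound, 37 °C; Technique: SteadyLite luciferase luminescence after 15 min room-temperature reagent incubation; Benchmarks: plate control and blank wells.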
EBV gp42 block – inhibitors of Epstein-Barr virus glycoprotein 42; Q1HVG2; Fluorescence polarization binding assay, mP read-out; inhibition, % (tested at 21.74 µM); 0.42% of 220,000 active; in the data active means inhibition above about 50%
Target sequence (Q1HVG2 whole entry, looked up): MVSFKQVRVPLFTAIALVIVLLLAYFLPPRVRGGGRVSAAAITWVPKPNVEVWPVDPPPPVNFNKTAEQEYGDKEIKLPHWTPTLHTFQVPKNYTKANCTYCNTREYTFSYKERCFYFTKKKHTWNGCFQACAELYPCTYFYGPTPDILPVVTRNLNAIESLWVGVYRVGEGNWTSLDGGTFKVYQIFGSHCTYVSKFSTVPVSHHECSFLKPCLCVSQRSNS
Hck Nef HTS – inhibitors of human Hck kinase activated by Nef. P08631. Recombinant Hck-YEEI plus Nef, Z-Lyte FRET kinase assay. inhibition, % at 20 µM. 0.68% of 220,000 active. AID 463187;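 active means Hck-Nef kinase inhibition above about 50%, limit read from the data; inactive means inhibition below that limit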;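 further: 0% = DMSO with Hck plus Nef and 100% = Hck alone without Nef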
zVAD death inh – blocks zVAD induced death of L929 cells. AID 1377. viability rescue, % at 10 µM. 0.38% of 220,000 active. L929 zVAD necroptosis rescue, ATP luminescence, 24 h; with zVAD 60 µM;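 active means activation, scaled between plate controls, above about 75%, limit read from the data; inactive means activation under that limit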;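 further: 0% = zVAD with DMSO and 100% = DMSO alone without zVAD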
Runt-CBFb FRET – inhibitors of human RUNX1 Runt domain binding to CBFb; 0.46% of 220,000 active; Q01196+Q13951; Cerulean-Runt/Venus-CBFb FRET ratio 530/480, 1 h; inhibition, % at 20 µM;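 active means inhibition over about 50% at 20 µM in the single-dose screen, limit read from the data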;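 further: 0% = DMSO wells and 100% = excess unlabeled CBFb competitor control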
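test system = Cerulean-Runt domain fusion protein, energy donor | probe or stimulus = Venus-CBFb binding partner, 100 nM | incubation = two 1 h room-temperature incubations shielded from light | detection = fluorescence energy transfer, 422 nm excitation, 530/480 nm emission | measure = loss of energy transfer signal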
Runt-SMMHC FRET – inhibitors of human RUNX1 Runt domain binding to CBFb-SMMHC. Cerulean-Runt/Venus-CBFb-SMMHC FRET ratio 530/480, 1 h. inhibition, % at 20 µM. AID 1434. 0.74% of 220,000 active;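 active means mean inhibition across duplicate retests at 20 µM reaching about 50%, limit read from the data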;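 further: 0% = DMSO wells and 100% = wells with excess untagged CBFb-SMMHC; inhibitors lower the FRET ratio by blocking Runt binding to CBFb-SMMHC; some results filed as inactive read as strong as hits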
14-3-3 Bad PPI – disrupts binding of bovine 14-3-3 zeta to phospho-Bad peptide. P63103. inhibition, % at 21.7 µM. 0.71% of 220,000 active. TR-FRET 14-3-3zeta/Dy647-pBad peptide displacement, 1 h;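 active means inhibition above about 70%, limit read from the data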;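 further: 0% = full 14-3-3 plus peptide FRET controls and 100% = background without 14-3-3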
Active calls of the source: *; · = not tested or not shown; [ ] = another dose, or the depositor's remark.

SMILES	Tb hexokinase	p47phox inh	Mdm2 ligase inh	EBV gp42 block	Hck Nef HTS	zVAD death inh	Runt-CBFb FRET	Runt-SMMHC FRET	14-3-3 Bad PPI
O=C(O)C(CCCCN1C(=O)C2C3C=CC(C3)C2C1=O)N1C(=O)C2C3C=CC(C3)C2C1=O (centres undefined)	4	-8	-2	-7	0	0.2	-2	1	29[fluorescence artefact?]
O=C(c1ccccc1)c1c[nH]c(C(=O)NNc2ccccc2)c1	-1	2	11	5	-5	-0.1	4	1	-4
COc1ccc(C(=O)NC2CCN(CC(=O)Nc3cccc(C)c3)CC2)cc1OC	5	1	6	-2	4	0.9	-3	9	2
COc1ccc(-c2cc(-c3n[nH]c(=S)n3-c3ccccc3OC)[nH]n2)cc1	31	-3	-3	-6	2	2.3	17	13	-5
O=C1COc2ccc(C(=O)CSc3nnc(-c4cccs4)n3Cc3ccccc3)cc2N1	2	-64	-14	-70	-1	-0.3	-1	-4	-11
COC(=O)c1cc2c(C)c(C)c3ccccn3c-2c1C(=O)OC	-36	-32	-15	50*	1	-0.5	1	-6	-28
COc1ccc(/C=C2\SC(=O)N(CC(=O)NNC(=O)c3ccccc3O)C2=O)cc1OC	-22	34*	-13	21	13	1.0	2	4	21
O=C(C1Cc2ccccc2CN1S(=O)(=O)c1cccs1)N1CCCCC1 (centres undefined)	2	-9	-4	-14	1	-0.2	1	-1	14
Cc1cc(C(=O)N/N=C/c2ccc3c(c2)OCO3)c(C)n1-c1ccc(F)cc1	-15	-27	-14	-22	17	0.5	2	-1	-2
COc1cc(OC)cc(-n2nc(C(=O)N3CC(C)CC(C)C3)c3ccccc3c2=O)c1 (centres undefined)	-1	-9	·	1	-2	-0.1	-5	0	3[fluorescence artefact?]
CC(C)n1nc(CC(=O)O)c2ccccc2c1=O	8	-8	-3	-14	8	-0.5	1	0	11
O=C(Cc1cccs1)N/N=C/C=C\c1ccccc1[N+](=O)[O-]	-3	1	5	-11	17	2.7	0	1	-2
O=C(CSc1ccc2ccccc2c1)NCCc1ccc(O)c(O)c1	-1	-3	-9	1	2	51	42	38	-3
COc1ccccc1C(=O)Nc1ccc(NC(=O)c2ccco2)c(C)c1	-2	-26	5	-17	1	1.2	-1	2	4
COC(=O)c1cc2ccsc2n1Cc1nc(-c2ccc(Cl)cc2)oc1C	1	-13	-11	7	10	0.2	-1	2	-1
Cc1ccc(S(=O)(=O)CCC(=O)OCc2ccc(Cl)c(Cl)c2)cc1	3	1	-15	-1	-1	0.7	-3	-3	4
NS(=O)(=O)c1ccc(NC(=S)NC(=O)c2cccs2)cc1	-17	-18	-7	-12	10	1.3	7	-2	-19
CCc1ccc(S(=O)(=O)NC(CC(=O)O)c2ccccc2)cc1 (centres undefined)	30	-7	3	-2	1	1.2	-1	-7	3
Nc1nc2c([N+](=O)[O-])cccc2s1	-8	1	-8	9	25	9.1	1	-1	-11
CCCNC(=O)c1c(N)n(-c2ccc3c(c2)OCO3)c2nc3ccccc3nc12	32	-21	-12	-18	21	0.6	5	6	·

4 entries from above, field by field.
> COc1ccccc1C(=O)Nc1ccc(NC(=O)c2ccco2)c(C)c1
  Tb hexokinase: -2; p47phox inh: -26; Mdm2 ligase inh: 5; EBV gp42 block: -17; Hck Nef HTS: 1; zVAD death inh: 1.2; Runt-CBFb FRET: -1; Runt-SMMHC FRET: 2; 14-3-3 Bad PPI: 4
> COC(=O)c1cc2ccsc2n1Cc1nc(-c2ccc(Cl)cc2)oc1C
  Tb hexokinase: 1; p47phox inh: -13; Mdm2 ligase inh: -11; EBV gp42 block: 7; Hck Nef HTS: 10; zVAD death inh: 0.2; Runt-CBFb FRET: -1; Runt-SMMHC FRET: 2; 14-3-3 Bad PPI: -1
> Cc1ccc(S(=O)(=O)CCC(=O)OCc2ccc(Cl)c(Cl)c2)cc1
  Tb hexokinase: 3; p47phox inh: 1; Mdm2 ligase inh: -15; EBV gp42 block: -1; Hck Nef HTS: -1; zVAD death inh: 0.7; Runt-CBFb FRET: -3; Runt-SMMHC FRET: -3; 14-3-3 Bad PPI: 4
> NS(=O)(=O)c1ccc(NC(=S)NC(=O)c2cccs2)cc1
  Tb hexokinase: -17; p47phox inh: -18; Mdm2 ligase inh: -7; EBV gp42 block: -12; Hck Nef HTS: 10; zVAD death inh: 1.3; Runt-CBFb FRET: 7; Runt-SMMHC FRET: -2; 14-3-3 Bad PPI: -19

Additional compounds:
SMILES	Tb hexokinase	p47phox inh	Mdm2 ligase inh	EBV gp42 block	Hck Nef HTS	zVAD death inh	Runt-CBFb FRET	Runt-SMMHC FRET	14-3-3 Bad PPI
O=C(Nc1ccc(N2CCOCC2)c(Cl)c1)c1cc(F)c(F)cc1Cl	-1	-6	-16	-2	1	-1.3	-1	4	1
Cc1ccc(CNc2ccc3c(c2)ncn3C(C)C)cc1	-2	-8	-17	-12	28	1.0	47	4	-6
O=C(COC(=O)/C=C/c1ccccc1)NCc1ccccc1Cl	-1	-11	-4	-7	36	3.0	-2	-2	-6
CCOC(=O)C1CCN(C(=O)CN(c2cccc(OC)c2)S(=O)(=O)c2ccccc2)CC1	-5	5	-14	-17	1	-0.6	0	4	1
COc1cccc(C(=O)N/N=C2\SCC(=O)N2Cc2ccc3c(c2)OCO3)c1	-3	1	8	-1	-1	-0.5	-1	2	-9
Cc1nc(CN2CCOCC2)cc(=O)[nH]1	-4	-4	-12	-14	-1	1.1	-1	1	-1
CCOC(=O)C1CCN(CCC(=O)Nc2ccccc2)CC1	4	-4	-3	-9	7	-0.6	-4	-7	-7
NNc1nc2cccnc2n(CCNc2ncc(C(F)(F)F)cc2Cl)c1=O	-9	-13	-6	-23	24	1.6	17	2	-16
CC1CN(c2cc3nccnc3cc2F)CC(C)O1 (centres undefined)	-11	-12	-1	0	5	0.4	-1	-3	7
CCCCNC(=O)C(=O)N/N=C/c1cccc(Br)c1	35	5	-5	9	2	1.0	-1	2	-2
S=C(NCCc1ccccc1)N1CCn2cccc2C1c1cccnc1 (centres undefined)	-3	-8	-8	-6	12	0.8	2	-2	-13
Cc1ccc(C2CC(=O)c3cnc(N4CCc5ccccc5C4)nc3C2)cc1 (centres undefined)	-13	-11	-9	0	1	0.0	·	4	-3
CC(C)CN1CCNC(=O)C1CC(=O)NCCCN1CCCc2ccccc21 (centres undefined)	3	-3	0	12	13	-2.2	1	0	4
CCCCOC(=O)CCCc1ccc([N+](=O)[O-])cc1[N+](=O)[O-]	1	1	-1	10	-4	0.8	-2	0	-2
O=C(O)CSc1cnc2ccccc2n1	-27	28	-6	-33	9	-0.4	2	-7	6
CC1CCCCC1NC(=O)CSc1ccsc1[N+](=O)[O-] (centres undefined)	-11	-9	-5	-9	17	10	1	0	-9
COc1ccc(CCNC(=O)C(C(=O)c2ccccc2)n2cc(Cl)ccc2=O)cc1OC (centres undefined)	37	7	-5	0	6	1.0	1	0	-19
COC(=O)c1[nH]c2ccc(C)cc2c1NC(=O)CN1CCCc2ccccc21	-5	-29	-5	-22	-5	0.7	5	-3	50[fluorescence artefact?]
Cc1ccc(OCC(=O)N/N=C/c2ccccc2)c([N+](=O)[O-])c1	5	4	-92	2	14	-0.5	0	-1	-6
COc1ccc(-c2nc(CS(=O)CC(=O)NCc3ccco3)c(C)o2)cc1 (centres undefined)	-1	3	-11	5	2	0.3	4	-1	-5
Cc1cc(=O)[nH]c(SCC(=O)Nc2ccc(Br)cc2)c1C#N	-5	-17	-9	-5	4	0.1	1	0	2
O=[N+]([O-])c1ccc2c(c1)c1ccccc1n2CCO	-21	0	-14	-7	45	0.1	-2	0	4
CC(C)CCN(C(=O)CNC(=O)c1cccs1)C(C(=O)NC1CCCCC1)c1cccnc1 (centres undefined)	-5	-15	·	-8	23	-0.5	1	0	4
CC(C)N=Cc1c(O)[nH]c2ccccc12	-48	-4	-29	0	0	-0.6	-2	-2	-6
CCOCCCNC(=S)Nc1cc(OCC)c(NC(=O)c2ccco2)cc1OCC	-7	4	10	-10	23	5.6	1	-2	-13
CC(/C=C1\SC(=S)N(C(C(=O)O)C(C)C)C1=O)=C\c1ccccc1 (centres undefined)	-9	-10	-8	3	44	1.6	-3	-11	5
O=C(O)/C(=C\c1cccc([N+](=O)[O-])c1)c1ccc(S(=O)(=O)N2CCCCC2)s1	-6	-2	-19	-7	31	0.1	19	-4	11
COc1cc(Cn2cnnn2)ccc1O	-8	-13	-2	-9	0	0.2	-3	6	-5
Cc1cc(C)n2nc3nc(N4CCCC4)nc(-c4ccccc4)c3c2n1	-19	-6	14	-4	-2	16	1	0	-2
Cc1ccc(NC(=O)CN(C)S(=O)(=O)c2cccc3nsnc23)cc1C	-7	-15	-14	2	1	2.8	-3	-2	2
O=C(NCCCN1CCOCC1)c1cc2ccccc2o1	-2	5	-12	-4	0	0.6	-2	-3	4
O=C(Nc1ccccc1)NC1CCN(Cc2nnnn2C2CCCCC2)CC1	0	-4	-17	-5	-3	0.3	-2	3	-11
O=C1CCCC(O)=C1N=Nc1cccc(S(=O)(=O)N2CCOCC2)c1	-29	-12	-9	24	9	-0.4	1	-1	7
Cc1ccccc1CSc1nnc(-c2cccnc2)n1N	3	-5	-5	9	0	0.2	-1	3	-2
CCCCCn1c(=O)[nH]c2cc(C(=O)NCCCN3CCCCC3)ccc2c1=O	-6	-10	2	0	0	0.1	-2	-4	12
Cc1cc(N2C(=O)C(O)=C(C(=O)c3ccco3)C2c2cccnc2)no1 (centres undefined)	-3	-3	-4	-23	-1	0.0	-2	7	40[fluorescence artefact?]
COc1ccc(N2C(=O)CC2(/C=C/c2ccccc2OC)C(=O)NC2CCCC2)cc1 (centres undefined)	-3	-8	-8	2	3	0.2	0	-2	-6[fluorescence artefact?]
COC(=O)c1cn(-c2nc(C)c3c(n2)CCC3)nn1	-2	-4	-9	3	1	3.6	-1	0	0
O=C(Nc1nc2ccc(S(=O)(=O)N3CCCC3)cc2s1)C1CCCO1 (centres undefined)	-2	-3	1	-10	-7	-0.5	1	-1	·
O=C(NC(=S)Nc1ccccn1)c1cccc([N+](=O)[O-])c1	-11	-2	-2	-7	16	-0.6	0	3	-2
CCCn1c(CCC(=O)O)ccc1-c1ccc(F)cc1	9	-18	-14	-22	3	-0.1	2	7	10
COc1ccc(C2Nc3cccc4cccc(c34)N2)cc1	-9	1	·	5	3	0.2	-5	-39	-5
Cc1cc(Cl)ccc1C(=O)C1CCCN(C(=O)/C=C/c2cnn(C)c2)C1 (centres undefined)	-2	4	-4	-4	-1	0.2	-1	3	-17
O=C(Nc1ccc(Cl)cn1)Nc1ccccc1Cl	-8	-4	3	-8	2	73	0	-3	-6
O=C1NCCCC1C(=O)N1CCN(C(c2ccccc2)c2ccccc2)CC1 (centres undefined)	4	-20	6	-14	2	1.2	-2	0	1
Cc1c(-c2ccc(Cl)cc2)oc(=O)c2c(N)n(-c3ccccc3)nc12	-16	16	-11	-15	14	0.5	-5	-2	54[fluorescence artefact?]
c1ccc(CCNc2nc3ccccc3n3nnnc23)cc1	-13	-53	-15	-13	-2	0.7	4	3	-12
CCN1/C(=C/c2ccc3cc(C)ccc3[n+]2CC)Sc2cc(C)ccc21	1	-55	-35	-73	25	2.4	-16	-30	-1
O=C(O)c1cccnc1NC1CCCC1	-18	-18	-10	9	-3	-0.1	0	-2	28[fluorescence artefact?]
Cc1ccc(NC(=S)/N=C(\N)Nc2nc(C)c3cc(C)c(C)cc3n2)cc1C	-11	-2	-19	-20	20	-0.2	-1	2	-3

The order is random. Share with any hit: about 3.2%.
